BLM helicase inh – qHTS Assay for Inhibitors of Bloom's syndrome helicase (BLM). Potency, µM (top dose mostly 56.1 µM), for the others: at the top dose activity change, negative = inhibition, most hits filed as inhibitors. AID 2528, 2010. recombinant BLM DNA unwinding, fluorescence dequenching. 350,000 tested, 0.2% active. RecQ-like DNA helicase BLM (Homo sapiens), P54132;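 note: potency is the fitted concentration of half-maximal effect; plate controls were vehicle for no effect and no enzyme for full effect; nearly all actives have a fitted effect of over 35% in size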
Pol kappa inh – qHTS for Inhibitors of Polymerase Kappa; DNA polymerase kappa (Homo sapiens), Q9UBT6; AID 588579, 2011; purified Pol kappa, fluorescent DNA synthesis assay, 10 min; Potency, µM (series often up to 107 µM), inactives show at the highest dose activity, negative = inhibition, actives largely listed as inhibitors; 400,000 tested, 0.53% active; note: potency is the fitted concentration of half-maximal effect; % is set by controls: 0 for no effect and ±100 for the full control effect
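10 nM Pol kappa was preincubated with compounds for 15 min at room temperature. Reaction started with 50 nM (final) substrate. Fluorescence read kinetically at 0 and 10 min.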
POLB inh – qHTS Assay for Inhibitors of DNA Polymerase Beta; Potency, µM (top dose mostly 114 µM), for the others: at the highest dose activity change, negative = inhibition, usual class: inhibitors; 340,000 tested, 1.3% active; Pol beta primer extension/strand displacement, fluorescence kinetic; note: potency is the fitted concentration of half-maximal effect; % is set by controls: 0 for no effect and ±100 for the full control effect
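Values derive from four-parameter Hill fits of normalized kinetic data: reads at 0 and 10 min following addition of 50 nM substrate to 10 nM Pol beta preincubated 15 min with compound.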
12-LOX inh – Primary qHTS assay for inhibitors of human arachidonate 12S-lipoxygenase (ALOX12): Round 2; Polyunsaturated fatty acid lipoxygenase ALOX12 (Homo sapiens), P18054; purified 12hLO, xylenol orange hydroperoxide absorbance; Potency, µM (top dose mostly 108 µM), without a hit: at the highest dose activity change, negative = inhibition, most hits filed as inhibitors; 580,000 tested, 1.1% active; note: potency is the fitted concentration of half-maximal effect; % is set by controls: 0 for no effect and ±100 for the full control effect
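Hydroperoxide product was detected by ferrous iron/xylenol orange as the 573 to 405 nm absorbance ratio. Arachidonic acid at 40 uM (final) was turned over for 30 min at room temperature by 150 nM human 12hLO, pH 7.0 Hepes buffer, after 15 min compound preincubation.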
Apoferritin bind – qHTS Assay for Identification of Novel General Anesthetics | Ferritin light chain (Equus caballus), P02791 | apoferritin/1-aminoanthracene competitive binding, fluorescence | Potency, µM (titrated, usually from 77.5 µM), inactives show at the top dose activity change, negative = displacement, hits mostly inhibitors | 350,000 tested, 0.074% active | AID 485281, 2010; note: potency is the fitted concentration of half-maximal effect; % is set by controls: 0 for no effect and ±100 for the full control effect; nearly all actives have a fitted effect of over 20% in size
Target sequence (P02791 2-175 limits assumed): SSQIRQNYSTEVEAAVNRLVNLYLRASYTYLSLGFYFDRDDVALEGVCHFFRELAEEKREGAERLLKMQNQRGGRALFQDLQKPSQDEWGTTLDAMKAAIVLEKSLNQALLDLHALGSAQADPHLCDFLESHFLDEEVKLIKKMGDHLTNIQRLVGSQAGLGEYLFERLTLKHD
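Probe: 1-aminoanthracene (50% saturated, PBS). Protein: horse-spleen apoferritin, 10 uM. Incubation: 10 min, room temperature. Detection: 380 nm excitation, 535 nm emission. Analysis: normalized response, four-parameter Hill.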
ERG-DNA inh – qHTS for Small Molecule Inhibitors of the ERG Ets/DNA interaction | 370,000 tested, 0.028% active | fluorescence polarization, His-ERG Ets domain / labelled DNA | AID 624246, 2012 | Potency, µM (series often up to 76.9 µM), inactives show at the top dose FP activity, negative = inhibition, usual class: inhibitors; active = well fitted inhibition curve with a large enough effect in the polarisation, with a control signal flat; inconclusive = small, poorly fitted or top-dose-only effect, or effect the other way, or a change in a side signal; inactive = no such curve, though single readings can be large or run the other way; the % refers to the polarisation;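 note: polarization taken with two DNA probes labelled with fluorescein and Texas red; potency is the fitted concentration of half-maximal effect; % of control where 0% means no effect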
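His-tagged ERG Ets domain (1 uM in the protein solution; 300mM KCl, 50mM Tris-HCl, 1mM EDTA, 1mM DTT, pH 7.5) received compound, then a probe mix of 5 nM fluorescein-DNA and 100nM Texas-615-DNA. Fluorescence polarization was read for both dyes.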
APEX1 inh – qHTS Assay for Inhibitors of the Human Apurinic/apyrimidinic Endonuclease 1 (APE1); Potency, µM (series often up to 65.8 µM), without a hit: at the top dose activity change, negative = inhibition, actives largely listed as inhibitors; DNA repair nuclease/redox regulator APEX1 (Homo sapiens), P27695; 350,000 tested, 0.35% active; recombinant APE1, TAMRA/BHQ-2 abasic DNA cleavage fluorescence; AID 2517, 2012;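 note: potency is the fitted concentration of half-maximal effect; plate controls were vehicle for no effect and reference inhibitor for full effect; nearly all actives have a fitted effect of over 55% in size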
Target sequence (P27695 whole entry, looked up): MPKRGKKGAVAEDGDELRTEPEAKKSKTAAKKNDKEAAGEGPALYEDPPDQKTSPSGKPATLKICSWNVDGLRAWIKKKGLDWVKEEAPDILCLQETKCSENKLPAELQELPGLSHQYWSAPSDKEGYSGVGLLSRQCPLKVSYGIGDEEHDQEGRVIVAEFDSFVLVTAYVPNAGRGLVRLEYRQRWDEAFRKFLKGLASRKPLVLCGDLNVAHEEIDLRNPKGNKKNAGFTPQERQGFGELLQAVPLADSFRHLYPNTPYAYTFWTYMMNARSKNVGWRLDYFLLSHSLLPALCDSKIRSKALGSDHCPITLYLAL
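Measures dequenching upon AP-site incision of a 5'-TAMRA/3'-BHQ-2 THF-containing duplex, 50 nM; human APE1 0.75 nM after 15 min room-temperature exposure to compound; kinetic three-point read at one-minute spacing.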
TRHR agonist – qHTS for Small Molecule Agonists and Allosteric Enhancers of Human TRH Receptor: Primary Screen for Agonists; 360,000 tested, 0.18% active; AID 493084, 2011; TRHR cells, calcium flux fluo-8, FDSS agonist mode; activation, % at 2 µM; in the data active = activation above about 30%; note: 0% is about no effect
Target sequence (P34981 whole entry, looked up): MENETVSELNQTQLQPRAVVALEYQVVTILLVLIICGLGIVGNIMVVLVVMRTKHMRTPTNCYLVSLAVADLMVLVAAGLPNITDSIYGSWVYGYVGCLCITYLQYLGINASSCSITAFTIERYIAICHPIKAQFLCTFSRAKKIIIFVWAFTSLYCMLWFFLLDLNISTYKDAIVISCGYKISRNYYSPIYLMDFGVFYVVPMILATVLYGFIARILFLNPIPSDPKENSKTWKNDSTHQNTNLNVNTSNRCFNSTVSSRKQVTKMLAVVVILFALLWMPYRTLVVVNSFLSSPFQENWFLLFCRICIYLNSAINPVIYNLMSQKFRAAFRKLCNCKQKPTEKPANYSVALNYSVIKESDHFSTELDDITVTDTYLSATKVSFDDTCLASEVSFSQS
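TRHR-expressing cells, plated overnight in medium with 10% serum, were loaded with fluo-8 calcium dye at room temperature. After a 10 s baseline, library compound was pin-added and calcium release was recorded kinetically (ex 480/em 530) as agonist response.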
Pol iota inh – qHTS for Inhibitors of Polymerase Iota | DNA polymerase iota (Homo sapiens), Q9UNA4 | 390,000 tested, 1% active | Potency, µM (series often up to 115 µM), for the others: top-dose activity, negative = inhibition, most hits filed as inhibitors | Pol iota fluorescent replication assay, 10 min; note: potency is the fitted concentration of half-maximal effect
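Pol iota at 10 nM preincubated 15 min with compounds at room temperature; reaction started with fluorescent substrate, 50 nM final. Fluorescence read kinetically at 0 and 10 min; buffer-only wells as negative control.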
* marks the source's active call; other numbers are inactive results; ? = inconclusive; · = no result given; & = joins results of further samples; [ ] = remark or other dose. Unless noted, calls come from the whole dose curve; as a rule, active = well fitted curve in the direction sought with a large enough effect; inconclusive = small, poorly fitted or top-dose-only effect, or another doubt; inactive = no such curve, though single readings can be large; an effect the other way counts as inactive or inconclusive. A portion of the library; the hit share may differ from the screen's.

SMILES	BLM helicase inh	Pol kappa inh	POLB inh	12-LOX inh	Apoferritin bind	ERG-DNA inh	APEX1 inh	TRHR agonist	Pol iota inh
CCc1[nH]nc2c1C1(CCN(C(=O)c3ccccc3)CC1)C(C#N)=C(N)O2	-3%	-6%[60.1 µM]	0%	-11%[57.4 µM]	1%	·	-2%	0.0	4%
COc1ccc(CCNC(=O)c2c(O)c3cccc4c3n(c2=O)CC4)cc1OC	-5%	-16%	3%	15%	-9%	-3%	13%	2.4	2%
CCOc1ccc2nc(SCc3ccc(CC(=O)O)cc3)c(C#N)cc2c1	-8%	-3%	18%	1%	-5%	-14%	8%	-0.2	37%[activator]
CC(=O)OCC1OC(OC2C[C@]3(C)C(CC(O)C4C([C@](C)(CCC=C(C)C)OC5OC(CO)C(O)C(O)C5O)CC[C@]43C)[C@@]3(C)CCC(O)C(C)(C)C23)C(O[C@@H]2OC(C)C(O)C(O)C2O)C(O)C1O (stereo partly drawn)	·	-11%	·	·	·	-10%	-5%	·	-4%
COc1cc(OC)nc(NC(=O)CS(=O)(=O)c2ccccc2)n1	-10%	-10%	41%	437%[activator]	-1%	-4%	-19%	-0.7	7%
CCC(C)C(Nc1ncnc2scc(-c3ccccc3)c12)C(=O)O (stereo not drawn)	0%	-17%	43%	6%	-4%	-10%	33%	0.6	-12%
CN(C)CC(=O)c1c(N)n(Cc2ccccc2)c(=O)n(C)c1=O	1%	-1%	2%	0%	-2%	1%	16%	1.1	120%[activator]
CC1CCN(C(=O)Cn2c(SCC(=O)Nc3ccc(F)cc3)nc3ccccc32)CC1	0%	-5%[60.1 µM]	1%	3%	-17%	8%	·	-0.7	29%
O=C(CCS(=O)(=O)c1ccccc1)Nc1ccccc1N1CCOCC1	-1%	-17%	?	-6%	-5%	10%	-2%	0.0	132%[activator]
O=c1c2[nH]c3cccc(Cl)c3c2ncn1CCN1CCCCC1	2%	-8%	-22%	122%[activator]	5%	-15%	-7%	0.2	2%
CCCNc1c(NC(=O)c2cccs2)c(=O)oc2ccccc12	-1%	-17%	31%	3%&-2%	31%[activator]	-4%	-8%	-0.6	16%
O=C(CSC1=NCCN1)C1COc2ccccc2O1 (stereo not drawn)	2%	-14%	22%	0%	-18%	2%	12%	0.7	-8%
O=C(CN1CCOCC1)Nc1cccc(Br)c1	-4%	-15%	15%	4%	6%	-5%	11%	-0.1	9%
CS(=O)(=O)N1CCc2cc(C(=O)N3CCN(c4ccccc4F)CC3)ccc21	-1%&-2%	-2%&-6%	15%&-4%	?	-8%&1%	-3%&-5%	39%[activator]	-0.8&-1.5	-8%&12%
CN1CCN(NC(=O)Nc2cc(Cl)cc(Cl)c2)CC1	-7%	-17%	13%	1%	-11%	9%	33%	0.9	4%
CCOc1ccc(C(=O)SC2=NCCS2)cc1	-1%	-6%	-11%	4%	?	·	2%	0.1	25%
O=C(CCCn1c(=O)[nH]c2cc(Cl)ccc2c1=O)NCCC1=CCCCC1	0%	1%	-2%	-25%	-9%	2%	5%	-0.1	21%
O=C(COc1cccnc1[N+](=O)[O-])Nc1cc(Cl)ccc1Cl	·	-9%	·	-26%	·	-7%	-5%	·	-19%
Cc1ccc(S(=O)(=O)N2CCCCC2)cc1NC(=O)c1cc2ccccc2o1	·	1%	·	3%	·	1%	5%	1.2	9%
Cc1cc(=O)oc2cc(OCC(=O)NC3CCCC3)ccc12	-1%	1%	2%	1%	-12%	-11%	-4%	0.2	-1%

Taken from the listing for reference:
SMILES	BLM helicase inh	Pol kappa inh	POLB inh	12-LOX inh	Apoferritin bind	ERG-DNA inh	APEX1 inh	TRHR agonist	Pol iota inh
Cc1ccc(S(=O)(=O)N2CCCCC2)cc1NC(=O)c1cc2ccccc2o1	·	1%	·	3%	·	1%	5%	1.2	9%
Cc1cc(=O)oc2cc(OCC(=O)NC3CCCC3)ccc12	-1%	1%	2%	1%	-12%	-11%	-4%	0.2	-1%

Following part:
SMILES	BLM helicase inh	Pol kappa inh	POLB inh	12-LOX inh	Apoferritin bind	ERG-DNA inh	APEX1 inh	TRHR agonist	Pol iota inh
CCN(CC)C(=O)c1c(NC(=O)c2cccc(C)c2)sc2c1CCC(C)C2 (stereo not drawn)	-2%	-11%	3%	-6%	-1%	1%	·	-0.6	5%
CCN(CC)CCOC(=O)c1ccccc1Br	1%	-18%	28%	0%	-2%	-3%	5%	-0.2	14%
O=C(Nc1ccc(C(=O)N2CCCC2)cc1)Nc1ccc(Cl)cc1Cl	6%	-7%	17%[57.1 µM]	-10%	46%[activator]	11%	11%	0.2	217%[activator]
c1ccc(Cc2nnc3sc(C4COc5ccccc5O4)nn23)cc1 (stereo not drawn)	4%	-15%	8%	?	-14%	-1%	-4%	-1.1	-13%[58.9 µM]
Cc1ccsc1/C=N/NC(=O)Nc1ccccc1	-4%	-10%	43%	3%	-7%	-3%	12%	0.3	6%
Cc1ccc(C)c(NS(=O)(=O)c2cc(C(=O)NCc3ccccn3)ccc2C)c1	-5%	-11%	3%	8%	-13%	-1%	9%	0.4	0%
COc1ccc(C(CC(=O)NCCCN2CCOCC2)NS(=O)(=O)c2ccc(C)cc2)cc1 (stereo not drawn)	-2%	-1%	17%	137%[activator]	-15%	3%	14%	0.9	11%
CCc1cccc(NC(=O)c2ccc(CN3C(=O)C(C)=C(c4ccc(OC)cc4)S3(=O)=O)cc2)c1	-7%	-20%	25%	-19%	-9%	-4%	·	0.9	-11%
CCOC(=O)C1=NN(C(=O)c2ccccc2)C(O)(c2ccc(C)cc2)C1 (stereo not drawn)	-3%	-19%	-2%	19%	?	-2%	-2%	-0.3	-9%
Cc1cccc(OCCCC(=O)Nc2ccc(N(C)C)cc2)c1	-11%	-5%	9%	-21%	1%	2%	-3%	-1.2	-16%
CN(C(=O)CNc1ccccc1Cl)C1CCS(=O)(=O)C1 (stereo not drawn)	·	-14%	·	-6%&12%	·	5%	9%	·	17%
Cc1ccc(NC(=O)Cn2c(=O)c3cccn3c3ccccc32)c(C)c1	-6%	-5%	13%	-9%	-9%	13%	15%	0.1	29%
Cc1c(C(=O)Nc2ccccc2[N+](=O)[O-])csc1-c1ccccc1	-7%	-6%	22%[57.1 µM]	-27%	-15%	-5%	-8%	0.0	5%
CCc1ccc(S(=O)(=O)c2c(C(=O)c3ccc(C)c(C)c3)cnc3ccccc23)cc1	-6%	-11%	1%	4%	-11%	4%	·	0.5	4%
COc1ccccc1OCCNC(=O)c1ccco1	-1%	6%	-3%	7%	-2%	-9%	-6%	0.2	-12%
COc1ccc(NS(=O)(=O)c2ccc(C)c(C(=O)NCc3cccnc3)c2)cc1	-1%	-15%	-1%	5%	-4%	3%	17%	-0.6	20%
CCn1nc(CC(=O)Nc2ccc(-n3cnnn3)c(OC)c2)c2ccccc2c1=O	-10%	-21%	32µM*	0%	-9%	0%	-3%	0.2	1%
Cc1ccccc1N1CCN(S(=O)(=O)c2ccccc2)CC1	-8%&0%	0%&-1%	4%&22%	-26%&0%	6%&-11%	-5%&5%	-6%	0.3&-0.2	-1%&16%
COc1ccc(-n2c(SCC(=O)NCCCN3CCCC3=O)nnc2C(C)N2CCCCC2)cc1 (stereo not drawn)	0%	-9%	9%	-9%	-7%	5%	1%	0.2	-27%
CN(C(=O)CCNC(=O)Cn1cnc2ccccc2c1=O)c1ccc(F)cc1	-1%	10%	94%	-10%	9%	10%	11%	1.2	14%
C[C@@H](C(=O)Nc1nc2ccccc2s1)N1C(=O)C2CC=CCC2C1=O (stereo partly drawn)	0%	3%	21%	14%	-12%	-3%	3%	-0.4	128%[activator]
O=c1c(-c2cccc(Cl)c2)nc2cncnc2n1Cc1ccc(F)cc1	-5%	-2%[60.1 µM]	·	?	·	·	1%	·	·
COc1cc(C(F)(F)F)nc(-c2ccccn2)n1	0%	-5%	31%	8%	-1%	2%[15.4 µM]	9%	-2.8	44%[activator]
Nn1c(Cc2cccc3ccccc23)nnc1SC1CCOC1=O (stereo not drawn)	-1%	-15%	?	0%	-17%	-6%	-2%	0.2	-12%
O=C(NCCc1ccc(F)cc1)c1cc(=O)c2ccccc2o1	-7%	0%	21%	-7%	-9%	10%	20%	-0.2	105%[activator]
COC(=O)c1sc(S(=O)(=O)N2CCC(C(=O)O)CC2)c(C(=O)OC)c1C	0%	-21%	1%	0%	-9%	1%	1%	0.7	4%
CCOc1ccc(-c2nonc2NC(=O)c2oc3ccc(F)cc3c2C)cc1	-4%	?	-1%	13%&-15%	46%[activator]	-2%	·	-2.4	?
CC(C)Nc1nc(Cl)nc(NC2CCCCC2)n1	-2%	1%	27%	82%[activator]	-19%	-1%	0%	-0.5	32%
CC1(C)CC(C(=O)NCCC(c2ccccc2)c2ccco2)CCO1 (stereo not drawn)	0%	-5%	-8%	-20%	-9%	-5%	-1%	-0.4	122%[activator]
CNc1cnn(-c2ccc(C)cc2)c(=O)c1Sc1ccc(C)cc1	-2%	-7%	2%	-12%	-15%	-6%	-2%	0.5	-24%
C/C(=N\NC(=O)c1cc(C)nc2ccccc12)c1ccncc1	0%	-7%	11%	346%[activator]	-6%	2%	-5%	0.0	-13%
COC(=O)c1[nH]c2ccc(C)cc2c1NC(=O)CN1CCN(C(=O)c2ccccc2)CC1	-1%	-11%	-2%	-22%	-16%	-1%	2%	-1.8	27%
